Screening data deposited in PubChem by several laboratories.
RTF Ca sens act: cardiac RTF calcium sensitivity activators, primary screen, biochemical, IANBD-TnC fluorescence, EC20 calcium; Troponin I, cardiac muscle (Homo sapiens) + Troponin T, cardiac muscle (Homo sapiens) + …; IANBD-labeled TnC RTF fluorescence at EC20 calcium; 0% EC20 calcium, 100% full calcium; activation, % at 7.2 µM; 340,000 tested, 0.24% active; AID 493008, 2010;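 active = activation above the mean over all tested compounds plus 3 SD, cut at about 30% in these data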;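 note: rise in fluorescence read as greater calcium sensitivity of cardiac thin filaments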
MOR-DOR inv ag: inverse agonists of MOR-DOR heterodimerization, primary screen, cell-based, luminescence | Mu-type opioid receptor (Homo sapiens) + Delta-type opioid receptor (Homo sapiens), … | cell-based MOR-DOR heterodimer luminescence, inverse agonism | inhibition, % at 9.3 µM | 340,000 tested, 0.21% active | AID 504357, 2011; in the data active = inhibition above about 22%, passing the limit was not always enough;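 note: 0% = cells with DMSO and 100% = wells without cells with DMSO; values of inactives mirror those of a sister screen read the other way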
Target sequence (P35372 whole entry, looked up): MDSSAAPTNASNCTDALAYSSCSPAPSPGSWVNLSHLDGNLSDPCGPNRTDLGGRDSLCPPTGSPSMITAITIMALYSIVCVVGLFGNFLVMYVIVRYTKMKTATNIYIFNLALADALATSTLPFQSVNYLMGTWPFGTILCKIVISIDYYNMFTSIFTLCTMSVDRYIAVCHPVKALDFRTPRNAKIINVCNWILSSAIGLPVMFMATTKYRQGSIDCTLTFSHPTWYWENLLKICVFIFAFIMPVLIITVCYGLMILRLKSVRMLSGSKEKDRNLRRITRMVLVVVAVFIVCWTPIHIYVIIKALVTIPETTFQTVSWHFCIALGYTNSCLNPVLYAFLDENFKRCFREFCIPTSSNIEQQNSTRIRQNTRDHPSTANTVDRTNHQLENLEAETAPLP
Target sequence (P41143 whole entry, looked up): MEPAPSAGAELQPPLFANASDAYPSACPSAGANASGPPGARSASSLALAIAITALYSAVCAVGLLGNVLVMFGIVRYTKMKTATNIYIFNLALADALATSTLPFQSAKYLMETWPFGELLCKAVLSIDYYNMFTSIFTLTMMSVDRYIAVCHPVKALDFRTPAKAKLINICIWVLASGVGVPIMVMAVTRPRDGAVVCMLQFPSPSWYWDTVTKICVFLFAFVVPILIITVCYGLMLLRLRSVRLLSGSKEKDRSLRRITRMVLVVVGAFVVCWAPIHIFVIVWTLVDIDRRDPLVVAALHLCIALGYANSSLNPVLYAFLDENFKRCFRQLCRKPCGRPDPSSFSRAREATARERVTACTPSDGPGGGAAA
V-ATPase pHluor: regulators of yeast V-ATPase proton pumping, primary screen, pHLuorin cytosolic pH fluorescence; S. cerevisiae; response, % at 10 µM; 350,000 tested, 0.37% active; in the data active = response mostly above about 7.3%, no sharp cut-off; inactive = mostly below about 5.4%; note: actives read high; inactives centre near 0; some compounds called inactive have numbers as strong as hits; reference of the scale not given here
CAL-PDZ inh HTS: untagged CAL PDZ binding inhibitors, primary screen, biochemical, fluorescence polarization, HTS. Golgi-associated PDZ and coiled-coil motif-containing protein (Homo sapiens), Q9HD26. purified CAL PDZ, TMR-peptide fluorescence polarization, 1 h. inhibition, % at 24.9 µM. 300,000 tested, 0.92% active. AID 602252, 2012;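 active = mean inhibition of at least 30% with at least half of replicates also reaching 30%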;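 note: 0% = DMSO neutral control and 100% = excess unlabeled competitor peptide PRC23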
HTR5A inv ctr: HTR5A inverse agonists in luminescence cell assay, primary screen, counter-screen for OPRM1-OPRD1 heterodimer inverse agonist project, full-deck HTS; HTR5A cell line, inverse agonism; inhibition, % at 9.3 µM; 340,000 tested, 0.083% active; AID 504634, 2011; in the data active = inhibition mostly above about 23%, no sharp cut-off; inactive = mostly below about 18%;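 note: 0% = cells with DMSO and 100% = no-cell wells with DMSO; some compounds called inactive have numbers as strong as hits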
HTR5A ag ctr: HTR5A agonists in luminescence cell assay, primary screen, counter-screen for OPRM1-OPRD1 heterodimer agonist project, full-deck HTS. AID 504692, 2011. activation, % at 9.3 µM. 340,000 tested, 0.61% active. 5-hydroxytryptamine receptor 5A (Homo sapiens), P47898. cell-based; in the data active = activation mostly above about 9.5%, no sharp cut-off; inactive = mostly below about 7.6%;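 note: 0% = cells with vehicle only and 100% = reference agonist; strong numbers were not always called active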
RTF Ca sens inh: cardiac RTF calcium sensitivity inhibitors, primary screen, biochemical, IANBD-TnC fluorescence, EC70 calcium | Troponin I, cardiac muscle (Homo sapiens) + Troponin T, cardiac muscle (Homo sapiens) + … | IANBD-labeled cardiac RTF, Ca2+ fluorescence | inhibition, % at 7.15 µM | 340,000 tested, 0.12% active;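 active = inhibition above the mean inhibition of all tested compounds plus 3 SD, cut at about 17% in these data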;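 note: assay run at fixed EC70 calcium of 1.6 mM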
C-LANA FP: inhibitors of KSHV C-LANA binding to DNA, primary screen, biochemical, fluorescence polarization, FAM-LBS DNA, MBP-C-LANA, single point. inhibition, % at 9 µM. 340,000 tested, 0.078% active;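 active = highest replicate inhibition at or above 60% at 9 µM, even if other replicates fall short; inactive = all replicates below 60% inhibition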;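 note: 0% = neutral control wells and 100% = 4 µM acridine orange control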
OPRM1-OPRD1 ag: agonists of OPRM1-OPRD1 heterodimerization, primary screen, cell-based, luminescence; Mu-type opioid receptor (Homo sapiens) + Delta-type opioid receptor (Homo sapiens), …; cells; activation, % at 9.3 µM; 340,000 tested, 0.3% active; in the data active = activation above about 18%;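 note: 0% = vehicle-treated cells and 100% = reference agonist; values of inactives mirror those of a sister screen read the other way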
Keap1 Nrf2 FP: Keap1-Nrf2 protein-protein interaction inhibitors, primary screen, biochemical, fluorescence polarization, single point | inhibition, % at 9.4 µM | 340,000 tested, 0.15% active | Keap1 Kelch-Nrf2 peptide fluorescence polarization, 1536-well | Kelch-like ECH-associated protein 1 (Homo sapiens), Q14145 | AID 504523, 2011; in the data active = inhibition above about 12%;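 note: human Keap1 Kelch domain with fluorescein labeled Nrf2 9mer peptide probe; 0% = neutral control wells and 100% = peptide positive control; higher means more block of Keap1 binding to Nrf2 peptide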
Active calls of the source: *; . = not tested or not shown.

SMILES	RTF Ca sens act	MOR-DOR inv ag	V-ATPase pHluor	CAL-PDZ inh HTS	HTR5A inv ctr	HTR5A ag ctr	RTF Ca sens inh	C-LANA FP	OPRM1-OPRD1 ag	Keap1 Nrf2 FP
CCOC(=O)c1[nH]c2c(c1-c1ccccc1)C(=O)CC(c1ccc(OC)c(OC)c1)C2 (stereo not drawn)	-8	12	-1	-3	-6	2	-13	1.1	-2.4	0
COc1ccccc1C(=O)NCCC(=O)N(C)CC(=O)Nc1ccc(Cl)cc1	-5	4	-2	-7	12	11	-5	-1.4	-0.6	0
Cc1c(C(=O)N/N=C/c2c(O)ccc3ccccc23)nnn1-c1nonc1N	1	2	-11	-3	4	-2	6	-0.1	-0.4	4
CC(=O)Nc1nonc1-c1nc2ccccc2n1Cc1ccccc1	3	3	-3	-3	1	3	7	1.4	-0.6	0
CS(=O)(=O)N(CC(=O)NC1CCCC1)C1CCCCC1	2	14	-4	-5	-47	3	-7	1.7	-2.8	0
CCc1ccccc1N1CCN(S(=O)(=O)c2cc(OC)ccc2OC)CC1	-2	-29	1	0	-5	0	-9	0.6	5.2	2
CC(C)C[C@@H](CNCC(=O)[C@H](CC(C)C)NC(=O)c1[nH]cnc1C(=O)N[C@@H](C)CN)NC(=O)c1nc[nH]c1C(=O)N[C@@H](Cc1ccccc1)C(=O)O	-2	11	1	-3	6	-2	2	2.9	-2.4	-5
COc1cc(C(=O)NCCOc2ccc(Cl)cc2)ccc1OCc1c(C)noc1C	1	17	-3	.	-20	1	4	-1.0	-4.4	1
Oc1ccc(Cc2ccc(Cl)cc2)c(O)c1	4	-19	2	.	-5	1	-10	-1.3	3.7	3
O=C(Oc1ccccc1)N1CCOCC1	2	16	2	74*	-16	-2	1	1.3	-2.9	-1
Cc1ccc(N(C)S(=O)(=O)c2cccc(C(=O)Oc3ccc4c(C)cc(=O)oc4c3)c2)cc1	9	7	-4	0	16	9	3	-0.3	-1.4	3
O=C1CCCC2=C1C(c1cccc(O)c1)C1=C(N2)c2ccccc2C1=O (stereo not drawn)	1	8	2	-2	6	-1	-3	-1.5	-1.6	3
Cc1cc(=O)oc2ccc(OCC(=O)N(Cc3ccc(F)cc3)Cc3ccco3)cc12	2	9	-1	-3	-18	9	-6	-2.0	-1.6	1
C/C(N)=C(/C#N)C(=O)CSc1nc2ccccc2[nH]1	-6	-5	11	.	14	3	1	2.3	0.8	-5
O=C(CSc1ccc(Cl)cc1)NC(=O)NCc1ccco1	-4	12	2	1	-1	0	-15	1.1	-2.5	-2
CCOC(=O)Cn1c(CN2CCN(c3cccc(Cl)c3)CC2)nc2c1c(=O)[nH]c(=O)n2C	1	6	1	.	8	-3	-9	0.0	-1.1	3
Cc1cccc(OCCn2c(S(=O)(=O)O)nc3ccccc32)c1	0	14	0	-5	10	4	10	0.5	-2.5	-1
Cc1ccc(CNC(=O)CN(C(=O)N2CCN(C)CC2)S(=O)(=O)c2ccc(C)cc2)cc1	4	7	2	-4	-8	3	-7	0.8	-1.1	-1
Cc1ccc(CNC(=O)C(=O)NCC2OCCCN2S(=O)(=O)c2cccs2)cc1 (stereo not drawn)	2	17	-5	-12	3	-1	-8	-1.5	-3.0	0
O=C(Nc1ccc2c(c1)OCO2)C1CCCCN1S(=O)(=O)c1ccc(F)cc1 (stereo not drawn)	1	-1	-2	0	-2	1	-7	1.0	0.1	2
O=c1nc2n(c3cc(Cl)c(S(=O)(=O)N4CCOCC4)cc13)CCCCC2	0	7	-4	0	-4	1	-5	0.6	-1.2	2
CCCCn1c(N)c(N(CCOC)C(=O)c2ccc(C)c(S(=O)(=O)N3CCCCC3)c2)c(=O)[nH]c1=O	2	5	-1	-4	-11	3	-5	1.4	-0.8	-4
Cc1nn(-c2ccccc2)c2sc(C(=O)NNC(=O)COc3ccccc3)cc12	-1	10	-1	.	-9	4	-3	-1.3	-2.0	3
COCCN(C(=O)c1ccc2c(c1)S(=O)(=O)N=C1CCCCCN12)c1c(N)n(CC(C)C)c(=O)[nH]c1=O	0	10	-1	0	3	-1	-4	0.0	-2.6	-3
CC(C)c1ccc2c(c1)C(N1CCN(C)CC1)Cc1cccnc1S2 (stereo not drawn)	2	17	-1	-1	33	-1	1	0.5	-3.4	-1
CC1CN(C(=O)CSc2nnc3c(Cl)cc(Cl)cn23)CC(C)O1 (stereo not drawn)	-2	-6	-1	.	3	-3	-2	0.5	1.3	0
Oc1ccc2oc3c(c2c1C=NCc1ccncc1)CCCC3	3	-71	7	1	7	-2	-15	2.3	13	-3
CCOC(=O)c1ccc(NC(=O)C2CCN(C(=O)c3ccc(OC)c(OC)c3)CC2)cc1	-5	-6	-1	-5	-18	5	-16	-1.6	1.1	-3
COC(=O)c1sccc1NC(=O)Nc1ccc(Cl)c(Cl)c1	0	-12	-1	-3	-55	4	-9	-0.6	2.1	0
Cc1cn(C2CC(OC(=O)C(C)C)C(CO)O2)c(=O)[nH]c1=O (stereo not drawn)	-3	3	-2	-1	2	-1	1	-1.4	-0.6	-5
FC(F)(F)c1ccc(CSc2nccn2-c2ccccc2)cc1	-7	-26	2	.	-11	1	-7	1.1	6.3	1
COc1cc(OC)c(NC(=O)CCc2nc(-c3cccs3)no2)cc1Cl	5	10	-2	-5	-6	-2	3	-3.7	-1.6	-4
CC1CCN(C(=O)c2ccc(S(=O)(=O)N3CCOCC3)cc2)CC1	3	17	-5	-2	11	-1	0	0.5	-3.2	-5
COc1cccc(C(=O)COc2ccc3c(C)cc(=O)oc3c2)c1	-5	-5	-2	12	15	-4	-2	3.0	1.0	-4
COc1ccccc1CNC(=O)C(CCSC)NC(=O)C1CCC(C)CC1 (stereo not drawn)	3	10	1	0	3	3	0	-0.7	-1.9	-4
CC1=NN(c2ccc(Cl)c(C(=O)O)c2)C(=O)/C1=C/c1ccc(-c2ccccc2[N+](=O)[O-])o1	7	9	240*	64*	13	-4	1	3.3	-2.1	-13
COc1ccc(NC(C)C(=O)N2CCN(Cc3ccccc3)CC2)cc1 (stereo not drawn)	-5	4	-3	-5	-6	1	-5	1.9	-0.8	-2
COc1ccc(S(=O)(=O)N2CCC(Cc3ccccc3)CC2)cc1C(N)=O	0	-4	1	.	-3	1	-5	0.0	0.8	0
O=C(COC(=O)COc1ccccc1)Nc1ccc2c(c1)OCCO2	0	7	-1	-1	-8	2	1	2.6	-1.3	0
Cc1cc(NS(=O)(=O)c2ccc(NC(=O)Cc3ccc(Cl)c(Cl)c3)cc2)no1	7	3	-2	-5	15	2	-3	-1.2	-0.5	-5
N#C/C(=C\c1ccccc1)C(=O)N1CCN(c2ccccc2F)CC1	-5	0	1	-5	-35	13	0	0.0	0.0	-4
COc1ccccc1CNC(=O)C(Cc1ccccc1)NC(=O)c1ccccc1 (stereo not drawn)	-1	7	0	-7	-10	4	-3	1.4	-1.7	-1
COn1c2c(c3c4no[n+]([O-])c4ccc31)CCCC2	-2	-3	4	-3	-11	6	-11	-1.1	0.6	0
CSc1nnc(-c2cccs2)n1C	-3	15	-1	-4	-1	0	1	0.9	-2.6	0
COc1ccc(/C=C\C(=O)NCc2ccc3[nH]c(C)cc3c2)cc1OC	5	4	-1	.	-15	0	-10	-0.8	-0.8	3

Among those listed so far, these have a cyano group:
SMILES	RTF Ca sens act	MOR-DOR inv ag	V-ATPase pHluor	CAL-PDZ inh HTS	HTR5A inv ctr	HTR5A ag ctr	RTF Ca sens inh	C-LANA FP	OPRM1-OPRD1 ag	Keap1 Nrf2 FP
C/C(N)=C(/C#N)C(=O)CSc1nc2ccccc2[nH]1	-6	-5	11	.	14	3	1	2.3	0.8	-5
N#C/C(=C\c1ccccc1)C(=O)N1CCN(c2ccccc2F)CC1	-5	0	1	-5	-35	13	0	0.0	0.0	-4

Later entries.
SMILES	RTF Ca sens act	MOR-DOR inv ag	V-ATPase pHluor	CAL-PDZ inh HTS	HTR5A inv ctr	HTR5A ag ctr	RTF Ca sens inh	C-LANA FP	OPRM1-OPRD1 ag	Keap1 Nrf2 FP
COc1cccc(/C=C/C(=O)OCC(=O)NCC2CCCCC2)c1OC	-3	-1	5	-1	-3	1	-9	-0.5	0.1	-4
Cc1cc(Oc2ccc(=O)n(C)n2)nc(Oc2ccc(=O)n(C)n2)n1	3	19	0	-2	-9	4	-24	-0.4	-3.9	3
COCCN1C(=O)C(=O)/C(=C(/O)c2ccc(S(=O)(=O)N3CCCCC3)cc2)C1c1ccc(OC)cc1 (stereo not drawn)	-4	17	3	-3	4	-2	-4	2.3	-3.1	4
CC(=O)N1CCN(CC(C)(C)NS(=O)(=O)c2ccc(C)cc2)CC1	-3	6	4	-1	-44	3	1	5.4	-1.1	2
O=C(CSc1ccc(Cl)cc1)NC1=NN(c2ccccc2)C(=O)C1	-1	9	-2	-7	8	3	-1	20	-1.8	9
CCCCn1cc(C(=O)c2cc(Br)ccc2O)cc(C#N)c1=O	-4	-17	2	-3	-15	6	-1	0.2	3.3	-1
CC1CCN(C(=O)c2[nH]cnc2C(=O)NCc2ccccc2)CC1	-1	8	2	-1	8	2	7	-0.5	-1.4	1
CCCOc1cccc(C(=O)NCCNC(=O)c2ccc(C)nc2)c1	-7	7	-3	-1	0	0	3	5.7	-1.3	7
Nc1ncc2c(n1)CC(c1ccco1)CC2=O (stereo not drawn)	-4	-21	-1	-3	3	1	-12	0.4	4.2	-6
CCC(C)c1ccccc1NC(=O)Cc1coc2cc3c(cc12)CCC3 (stereo not drawn)	-8	-39	3	-4	7	-3	-12	0.1	7.4	-6
COC(=O)C1CCN(C(=O)CSc2nc3ccc(OC)cc3[nH]2)CC1	7	10	0	1	3	-1	-12	-2.7	-2.3	-7
COc1ccc(OC)c(NC(=O)c2ccno2)c1	0	-1	-1	5	16	-1	3	0.9	0.1	2
Cc1cc(=O)oc2cc(O[C@@H]3O[C@H](CO)[C@H](O)[C@H](O)[C@H]3O)ccc12	-4	6	-1	-4	11	-3	-8	-1.5	-1.2	-1
CCOC(=O)C1CCCCN1Cc1cc(OC)ccc1OC (stereo not drawn)	3	13	-1	2	26	0	-3	-0.3	-2.2	-7
CCN(CC)c1nc2ccccc2c(N)c1-c1ccccc1	4	-10	1	-1	8	-3	5	1.3	2.0	-3
O=S(=O)(Nc1ccc2nc(N3CCOCC3)sc2c1)c1ccccc1	-5	10	3	0	-3	-3	-15	-0.6	-1.6	-5
CCSc1nc2ccc(N3C(=O)C4C5C=CC(C5)C4C3=O)cc2s1 (stereo not drawn)	5	1	3	-1	-2	1	-3	-0.8	-0.1	-4
